Source: PubChem BioAssay (National Center for Advancing Translational Sciences (NCATS))
N370S GC mod: qHTS Assay for Inhibitors and Activators of N370S glucocerebrosidase as a Potential Chaperone Treatment of Gaucher Disease; Lysosomal acid glucosylceramidase (Homo sapiens), P04062; N370S GC spleen homogenate, 4MU-glucoside fluorescence; Potency, µM (series often up to 59.4 µM), without a hit: top-dose activity change, negative = inhibition, actives largely listed as inhibitors; hit rate 0.092% among 330,000;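 note: 0% = full enzyme activity and -100% = no enzyme basal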
FEN1 inhibitor: qHTS Assay for the Inhibitors of Human Flap endonuclease 1 (FEN1) | P39748 | Recombinant FEN1 flap cleavage, fluorescence, 15 min | Potency, µM (highest dose often 114 µM), without a hit: top-dose activity change, negative = inhibition, actives largely listed as inhibitors | hit rate 0.35% among 390,000; note: nearly all actives have a fitted effect of over 65% in size
Target sequence (P39748 whole entry, looked up): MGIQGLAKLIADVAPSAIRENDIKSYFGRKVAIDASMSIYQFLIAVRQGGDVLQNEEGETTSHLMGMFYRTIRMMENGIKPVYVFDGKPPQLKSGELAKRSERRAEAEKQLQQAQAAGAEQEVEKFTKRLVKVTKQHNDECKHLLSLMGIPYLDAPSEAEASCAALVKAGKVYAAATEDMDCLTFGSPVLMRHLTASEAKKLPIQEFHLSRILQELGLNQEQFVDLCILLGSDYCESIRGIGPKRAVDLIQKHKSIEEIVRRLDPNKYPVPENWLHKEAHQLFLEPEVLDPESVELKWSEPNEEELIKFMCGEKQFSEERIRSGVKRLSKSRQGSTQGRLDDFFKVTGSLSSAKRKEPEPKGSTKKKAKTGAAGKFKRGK
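Nuclease activity of 10 nM FEN1 was measured after 15 min of room-temperature exposure to titrated compounds, by adding 50 nM flap substrate and reading plates at 0 and 15 min.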
DT40 TDP1 CPT: qHTS for Inhibitors of human tyrosyl-DNA phosphodiesterase 1 (TDP1): qHTS in cells in presence of CPT; hit rate 12% among 420,000; chicken DT40 Tdp1-/-;hTDP1 cells + 20 nM CPT, ATP luminescence, 48 h; Potency, µM (series often up to 46.2 µM), without a hit: at the highest dose activity change, negative = growth inhibition, usual class: inhibitors; AID 686979, 2013; note: nearly all actives have a fitted effect of over 55% in size
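Cell growth measured by CellTiter-Glo luminescence after a minimum 48 h, 37 C compound exposure with 20 nM CPT in Tdp1-knockout DT40 cells stably expressing hTDP1, seeded 400/well; qHTS titration format.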
Starred values were filed as active, the others as inactive; u = inconclusive; x = no result given; & = joins results of further samples. Calls come from the whole dose curve; as a rule, active = well fitted curve in the direction sought with a large enough effect; inconclusive = small, poorly fitted or top-dose-only effect, or another doubt; inactive = no such curve, though single readings can be large; an effect the other way counts as inactive or inconclusive. Unless noted, % is set by controls: 0 for no effect and ±100 for the full control effect; potency is the fitted concentration of half-maximal effect.

Second line of a record: N370S GC mod	FEN1 inhibitor	DT40 TDP1 CPT
CCN(CC(=O)Nc1c(F)cccc1F)C(=O)C1CCN(S(=O)(=O)c2ccccc2C(=O)OC)CC1
 : x	20%	0%
O=C(O)/C=C/c1ccc(S(=O)(=O)Nc2ccccc2C(=O)Nc2ccc(F)cc2)cc1
 : -24%	-16%	-11%
CC1CCN(C(=O)CSc2nc3c(c(=O)n2C)SC(C)C3)CC1 (stereo unspecified)
 : -6%	4%	u
Cc1ccc2nc(/C(C#N)=C\c3ccc(N4CCOCC4)o3)[nH]c2c1
 : 11%	u	13µM*
COc1ccc(C(c2c(NC(=O)c3ccco3)sc(C)c2C)N2CCOCC2)cc1 (stereo unspecified)
 : -7%	-6%	u
O=C(NCc1ccco1)c1ccc(Cl)c(S(=O)(=O)N2CCOCC2)c1
 : 1%	-1%	-11%
CCN(CC)C(=O)Cn1c(=O)n(Cc2ccc(C(=O)NCCCOC)cc2)c(=O)c2ccccc21
 : x	-7%	-1%
CC(C)(C)NC(=O)C(c1ccc(O)cc1)N(C(=O)CCC(=O)Nc1ccccn1)c1ccc(F)cc1 (stereo unspecified)
 : -24%	0%	0%
CCCCOc1cc(=O)[nH]c(=O)[nH]1
 : 1%	-10%	8%
COc1ccc2[nH]c3c(c2c1)CCN1C(=O)C(CC(=O)NCC24CC5CC(CC(C5)C2)C4)C[C@H](C(=O)N(C(C)C)C(C)C)[C@@]31C (stereo partly specified)
 : x	-25%	u
CCc1nonc1NC(=O)c1oc2cc(C)c(C)cc2c1C
 : -6%	-12%&-4%	-26%&-15%
Cc1cc(NC(=O)c2ccc(Cn3cc([N+](=O)[O-])cn3)o2)no1
 : 5%	5%	4%
COc1ccc(N2C(=O)C(F)(F)C2c2ccccc2F)cc1 (stereo unspecified)
 : 3%	-11%	4%
COc1ccc(S(=O)(=O)NCc2cccn2Cc2cccc(C)c2)cc1Cl
 : x	-6%	u
CCCCCCCCCCCCCCCCCCOCC(O)CO (stereo unspecified)
 : -6%	x	-23%

A section taken from the entries so far, as a working copy:
Second line of a record: N370S GC mod	FEN1 inhibitor	DT40 TDP1 CPT
CCN(CC(=O)Nc1c(F)cccc1F)C(=O)C1CCN(S(=O)(=O)c2ccccc2C(=O)OC)CC1
 : x	20%	0%
O=C(O)/C=C/c1ccc(S(=O)(=O)Nc2ccccc2C(=O)Nc2ccc(F)cc2)cc1
 : -24%	-16%	-11%

Reprinted at random: 3 records from the list
Second line of a record: N370S GC mod	FEN1 inhibitor	DT40 TDP1 CPT
COc1ccc2[nH]c3c(c2c1)CCN1C(=O)C(CC(=O)NCC24CC5CC(CC(C5)C2)C4)C[C@H](C(=O)N(C(C)C)C(C)C)[C@@]31C (stereo partly specified)
 : x	-25%	u
CCN(CC(=O)Nc1c(F)cccc1F)C(=O)C1CCN(S(=O)(=O)c2ccccc2C(=O)OC)CC1
 : x	20%	0%
COc1ccc(S(=O)(=O)NCc2cccn2Cc2cccc(C)c2)cc1Cl
 : x	-6%	u

New compounds follow:
Second line of a record: N370S GC mod	FEN1 inhibitor	DT40 TDP1 CPT
O=S(=O)(N1CCOCC1)N1CCOCC1
 : -12%	5%	2%
CCCCCc1cc(=O)oc2c(C(CCN(CC)CC)c3ccc(OC)cc3)c(OC)cc(OC)c12 (stereo unspecified)
 : -28%	-9%	15µM*
Cc1cc(=O)n2c3ccccc3n(CC(O)CN3CCCCC3)c2c1C#N (stereo unspecified)
 : -2%	u	u
C=CCNC(=S)NNC(=O)c1cc(C)nc2ccccc12
 : 0%	8%	7%
CC1CCN(C(=O)c2cc(-c3ccccc3O)on2)CC1
 : -1%	-19%	-27%
CCC(C)NC(=O)c1c(-c2ccccc2)c(-c2ccccc2)nn(C)c1=O (stereo unspecified)
 : x	10%	-7%
c1ccc(CSc2ccc(-c3cccs3)nn2)cc1
 : 7%	-2%	-5%
Cc1ccc(Sc2ccc(/C=C3/C(=O)NN(c4ccccc4)C3=O)o2)cc1
 : 4%	-5%	u
O=C(NCCc1ccc(Cl)cc1)c1cc2ccccn2n1
 : 9%	0%	u
CCOC(=O)c1[nH]c2ccc(C)cc2c1NC(=O)CN1CCCCC1
 : -3%	-7%	-27%
COc1cccc(OC)c1OCC(C)CNCC1CCCO1 (stereo unspecified)
 : 4%	1%	-27%
COc1cc(SC)ccc1C(=O)Nc1ncc(Cl)cc1Cl
 : 6%	-4%	-2%
CC(=O)Oc1ccc(C2OC(=O)c3ccccc3N2C(C)=O)cc1 (stereo unspecified)
 : -14%	-13%	-4%
COc1ccc(CNc2ncncc2-c2ccccc2OC)c(OC)c1
 : 23%	x	u
COc1ccc(OC)c(NC(=O)/C=C/c2ccc(S(=O)(=O)N3CCOCC3)cc2)c1
 : -4%	-7%	26µM*
Fc1ccc(-c2csc3ncnc(Nc4ccc(N5CCOCC5)cc4)c23)cc1
 : x	-12%	15µM*
Cc1nnsc1-c1nnc(SCC(=O)c2ccccc2)n1C1CC1
 : -9%	6%	-1%
Cc1cccc(-n2nc([N+](=O)[O-])c(N3CCN(C(=O)c4ccco4)CC3)[n+]2[O-])c1
 : -1%	19%	u
CCc1nn2c(N3CCOCC3)cc(C)nc2c1-c1ccccc1
 : -4%	-3%	-10%
CC1CC(C)CN(C(=O)CCc2ccccc2)C1 (stereo unspecified)
 : -10%	10%	-21%
COc1cc2c(NC3CCN(C)CC3)nc(N3CCCN(C)CC3)nc2cc1OCCCCCN
 : x	8.9µM*	u
CC(=O)/C(=N/Nc1ccccc1)Sc1nnc(C(O)c2ccccc2)n1-c1ccccc1 (stereo unspecified)
 : 4%	13%	u
Cc1ccc(OCC(=O)N2CC3(C)CC2CC(C)(C)C3)cc1 (stereo unspecified)
 : -6%	-1%	u
COc1ccc(OCC(O)CNS(=O)(=O)c2ccc(NC(C)=O)cc2)cc1 (stereo unspecified)
 : 0%	-9%	-6%
CSc1ccccc1NC(=O)c1ccccc1N(C)S(C)(=O)=O
 : -10%	-7%	-7%
CNC(=O)c1ccc(-c2ccccc2)s1
 : -25%	0%	-3%
Cn1c(SCC(=O)N2CCc3ccccc32)nc2cccnc21
 : 6%	-3%	16µM*
CCCOc1cc(C)c(Cl)cc1S(=O)(=O)N(CC)CC
 : 10%	11%	18µM*
Cc1ccc(S(=O)(=O)N2CCN(C(=O)c3ccc(Br)o3)CC2)c(C)c1
 : -4%	6%	u
CCN(C(=O)CSc1nc2ncccc2[nH]1)c1ccc(C(C)C)cc1
 : x	18%	-14%

More entries follow.
canonical_smiles,N370S GC mod,FEN1 inhibitor,DT40 TDP1 CPT
CCN(CC)S(=O)(=O)c1ccc(C(=O)N2CCN(C(=O)c3ccco3)CC2)cc1,x,-13%,-7%
Cc1ccc(C(C(=O)NC2CCCC2)N(C(=O)CNC(=O)c2ccco2)c2ccccc2)o1 (stereo unspecified),-12%,0%,6%
O/N=C/c1ccccc1Oc1ccccc1,5%,-5%,-12%
CCCCN(C)C(=O)Cn1cnc2sc(C)c(S(=O)(=O)N3CCN(c4ccccc4OC)CC3)c2c1=O,-2%,-2%&2%,23µM*
Cc1[nH]c2ccccc2c1C(=O)/C=C\c1ccccc1Cl,18%,-14%,21µM*
COc1ccc(N2CCN(C3CC(=O)N(Cc4ccc(N5CCCC5=O)cc4)C3=O)CC2)cc1 (stereo unspecified),x,-9%,-1%
COc1ccc(Nc2oc(-c3ccccc3F)nc2C#N)cc1,5%,0%,-2%
CCOC(=O)C1CCN(C(=O)COC(=O)/C=C/c2ccc([N+](=O)[O-])cc2)CC1,x,-5%,u
O=C(CC1NCCNC1=O)Nc1ccc2c(c1)OCCO2 (stereo unspecified),21%,6%,0%
Cn1[nH]c(C(F)(F)F)cc1=O,6%,-7%,-16%
Cc1nc2ccc(C(=O)c3ccccc3)cc2[nH]1,-1%,2%,-19%
N#Cc1ccc(C23OCCN2CCn2nc4ccccc4c23)cc1 (stereo unspecified),x,1%,u
CC(=O)c1ccc(N2CCC(C)CC2)c(F)c1,0%,-3%,-21%
C=CCN=C(NC#N)SCc1ccccc1,-3%,7%,1%
COc1ccc(CNC(=O)[C@H](Cc2ccccc2)NC(=O)C2CCN(C(=O)[C@H](C)N)CC2)cc1,-6%,3%,8%
O=C(Cc1cccc(NC(=O)C2CCCN(C(=O)C3CC3)C2)c1)Nc1cccc(C(=O)N2CCCC2)c1 (stereo unspecified),x,-11%,-9%
COc1cc(OC)c(C(=O)N2CCCC2)cc1OC,-7%,-1%,22%
COc1ccc(CNC(=O)CSc2nnc3c(n2)[nH]c2ccc(C)cc23)cc1,2%,2%,2%
Cc1cc(=O)oc2cc(OCC(=O)OCC(=O)NCCc3ccccc3)ccc12,8%,-6%,19%
Cc1ccc(C(=O)C2CCN(CC(=O)Nc3ccccc3C)CC2)cc1,-4%,-2%,u
CSCCC(NS(=O)(=O)c1ccc(C)cc1)C(=O)N1CCN(C(c2ccccc2)c2ccccc2)CC1 (stereo unspecified),2%,-2%,u
Cc1cc(C)c(Cn2c3ccccc3c3cnn(CC(=O)N4CCCCCC4)c(=O)c32)c(C)c1,x,0%,23µM*
O=C(CSc1nc2c([nH]c3ccccc32)c(=O)n1-c1ccccc1)c1ccc(Cl)cc1,x,5%,u
Clc1nc(Cl)c2ncn(-c3ccccc3)c2n1,x,-2%,8.2µM*
O=C(NCCc1ccc(Cl)cc1)c1cc(-c2ccccc2)n[nH]1,x,7%,u
C/C(=N\NC(=S)NC1CCCCC1)c1ccc(Cl)c(Cl)c1,-9%,5%,u
Cc1c(NS(=O)(=O)c2ccc3c(c2)Cc2ccccc2-3)c(=O)n(-c2ccccc2)n1C,0%,16%,6%
COCCNc1ccc(-c2nc(-c3ccccn3)no2)cc1[N+](=O)[O-],x,9%,-26%
CCN(CC)CCCNC(=O)c1ccc2c(c1)N(Cc1c(F)cccc1Cl)C(=O)c1ccccc1S2,x,17%,u
C=CCN1C(=O)C(CC(=O)O)SC1=Nc1c(C)n(C)n(-c2ccccc2)c1=O (stereo unspecified),-1%,-14%,-4%
O=C(Nc1ccc2c(c1)Cc1ccccc1-2)c1ccccc1F,x,-1%,-5%
COc1ccc(-c2c(NCCc3ccccc3)c(=O)c2=O)cc1,-3%,-1%,-3%
O=C(CSc1ccc2nnc(-c3ccc(F)cc3)n2n1)N1CCOCC1,x,8%,-11%
CC1CCCN(c2nc(N(C)c3ccccc3)nc(N)c2[N+](=O)[O-])C1 (stereo unspecified),14%,-14%,u
CCN(C(=O)COc1cc(=O)n(C)c2ccccc12)c1cccc(C(F)(F)F)c1,x,9%,u
CC(C)Oc1ccccc1/C=N/NC(=O)c1ccc(F)cc1,11%,-5%,-2%
O=C(N/N=C/c1cccnc1)c1ccccc1OCc1cccc(Br)c1,10%,0%,u
CCCN(CCC)CC(O)Cn1cc(/C=C/C(=O)c2ccc(OCC)cc2)c2ccccc21 (stereo unspecified),x,-18%,5.8µM*
Clc1ccc(CCNC(c2cccc(Cl)c2)c2nnc(-c3ccccc3)o2)cc1 (stereo unspecified),x,-21%,u
Cc1ccc(NC(=O)CCc2ccccc2)cc1S(=O)(=O)N1CCOCC1,x,0%,-29%
CCOc1ccc(NC(=O)NCCN2CCN(c3cc(Cl)ccc3C)CC2)cc1,x,-6%,21µM*
CCOC(=O)c1c(OCC)[nH]c2ccc(O)cc12,u,-1%,-17%
COCCN(Cc1cc2cc3c(cc2nc1Cl)OCO3)C(=O)Nc1ccc(F)cc1,6%,-2%,16µM*
Cc1cccc(C(=O)OCN2C(=O)c3ccccc3C2=O)c1[N+](=O)[O-],0%,-20%,-1%
CCOC(=O)C1=CN(Cc2cccc(F)c2)S(=O)(=O)NC1c1ccc(Br)cc1F (stereo unspecified),x,-22%,21µM*
Cc1ccc(NC(=O)C(OC(=O)c2ccc(NC(N)=O)cc2)c2ccccc2)cc1Cl (stereo unspecified),-16%,-23%,u
O=c1c2ccccc2cnn1Cc1ccc(Cl)c(Cl)c1,1%,-12%,-6%
CSc1nc(C)c(CCOCc2ccccc2)c(=O)[nH]1,4%,4%,-8%
FC(F)(F)c1ccc(-c2nnc(-c3ccccn3)c(-c3ccccn3)n2)nc1,4%,3%,0%
CCCN1CCN(CCCNC(=O)c2cnn(-c3ccc(C)cc3)c2-n2cccc2)CC1,x,3%,-24%
O=S(=O)(NCCn1cccc1)c1ccc2ccccc2c1,4%,-25%,-1%
CC(=O)N1CCN(S(=O)(=O)c2cccc(C(=O)Nc3ccc(C)cn3)c2)CC1,-9%,4%,-12%
NC(=O)N/N=C/c1ccc(N2CCOCC2)s1,-16%,0%,-8%
C=C1CC2C3CC[C@@]4(OCOC45COCO5)[C@@]3(C)C(O)CC2[C@@]2(C)CCC(=O)C=C12 (stereo partly specified),-20%,0%,u
Cc1cccc(NC(=O)CN2C(=O)C(c3ccc(F)cc3)=NC23CCCCCC3)c1C,x,-4%,u

This is a subset. The share of hits here may be higher or lower than overall.
